Polio RdRp inh: poliovirus RNA polymerase inhibition; poliovirus polymerase elongation, fluorescence polarization; stronger effect = lower value; % elongation, % (compound at 16.7 µg/mL); P03300; AID 588519; 150,000 compounds, 0.66% hits; in the data active = % elongation below about 90%; also: some results filed as inactive read as strong as hits
Target sequence (P03300 1749-2209 limits assumed): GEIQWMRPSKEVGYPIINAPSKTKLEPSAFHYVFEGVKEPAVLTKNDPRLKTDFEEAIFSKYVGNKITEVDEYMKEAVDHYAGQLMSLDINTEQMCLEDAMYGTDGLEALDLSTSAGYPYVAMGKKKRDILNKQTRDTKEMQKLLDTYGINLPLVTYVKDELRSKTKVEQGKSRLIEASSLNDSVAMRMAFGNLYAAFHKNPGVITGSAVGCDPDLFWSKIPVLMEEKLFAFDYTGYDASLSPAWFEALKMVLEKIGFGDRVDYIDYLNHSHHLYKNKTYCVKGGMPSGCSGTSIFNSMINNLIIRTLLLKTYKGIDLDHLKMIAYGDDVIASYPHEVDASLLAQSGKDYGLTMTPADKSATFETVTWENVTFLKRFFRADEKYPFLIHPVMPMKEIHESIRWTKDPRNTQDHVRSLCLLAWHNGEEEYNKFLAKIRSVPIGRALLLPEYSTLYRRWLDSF
Polio RdRp inh FP z-score: recorded beside Polio RdRp inh, whose call it bears; z-score; measured here: FP z-score; hits read low
The depositor's hits bear a star. These rows are one share of the data; the hit share may differ from the screen's.

Screening CC1(C)N=C(c2ccccc2)C(=S)N1 returned Polio RdRp inh 101 and Polio RdRp inh FP z-score -0.2.
CCc1c(C)sc2c1CCN(C(=O)Nc1ccc(F)c(Cl)c1)C2c1ccc(F)cc1 (configuration not stated) was read as Polio RdRp inh 108 and Polio RdRp inh FP z-score 0.3.
COc1cccc(C(=O)Nc2ccc(-n3nncc3C(C)(C)C)cc2)c1 was read as Polio RdRp inh 104 and Polio RdRp inh FP z-score 0.8.
`CC1=NN(C(=O)c2ccccc2)C(O)(C(F)(F)OC(F)(F)F)C1` (configuration not stated) gave Polio RdRp inh 100 and Polio RdRp inh FP z-score -0.3.
`CCC(C)NC(=O)Cc1n[nH]c(=O)c2ccccc12` (configuration not stated) gave Polio RdRp inh 111 and Polio RdRp inh FP z-score 1.5.
For Cc1c(NC(=O)C(Cc2ccccc2)N2C(=O)C3C4C=CC(C4)C3C2=O)c(=O)n(-c2ccccc2)n1C (configuration not stated) the results were Polio RdRp inh 105 and Polio RdRp inh FP z-score 1.2.
`Cc1ccccc1NC(=O)Nc1ccccc1N1CCCCC1` gave Polio RdRp inh 104 and Polio RdRp inh FP z-score -0.1.
`Cc1cccc(N2C(=O)c3ccc(Oc4ccc5c(c4)C(=O)N(c4cccc(C)n4)C5=O)cc3C2=O)n1` gave Polio RdRp inh 99 and Polio RdRp inh FP z-score -0.4.
`Cn1cnnc1SCc1nc2ccccc2[nH]1` gave Polio RdRp inh 103 and Polio RdRp inh FP z-score 0.2.
For CCn1nnnc1NCc1cccc(Cl)c1 the results were Polio RdRp inh 101 and Polio RdRp inh FP z-score -0.6.
`N#CCC(=O)N1N=CCC1(O)C(F)(F)F` (configuration not stated) gave Polio RdRp inh 104 and Polio RdRp inh FP z-score 0.3.
`Cn1c(=NC(=O)c2ccc3c(c2)OCCO3)sc2cc(S(C)(=O)=O)ccc21` gave Polio RdRp inh 106 and Polio RdRp inh FP z-score -0.3.
NC(=O)C1CCN(C(=O)CCCn2c(=S)[nH]c3ccccc3c2=O)CC1 was read as Polio RdRp inh 102 and Polio RdRp inh FP z-score 0.7.
For CC(C)CNCC(=O)Nc1cc(C(F)(F)F)cc(C(F)(F)F)c1 the results were Polio RdRp inh 106 and Polio RdRp inh FP z-score 0.5.
Screening CCc1ccc(NC(=O)CSc2ccnc(=O)[nH]2)cc1 returned Polio RdRp inh 108 and Polio RdRp inh FP z-score 0.4.
`CCOc1ccc(-c2csc(/C(C#N)=C/c3ccc(Br)cc3)n2)cc1` gave Polio RdRp inh 102 and Polio RdRp inh FP z-score -0.1.
`COc1ccc(CNC(=O)C(=O)NCC(c2cccnc2)N2CCN(c3ccccc3)CC2)cc1` (configuration not stated) gave Polio RdRp inh 111 and Polio RdRp inh FP z-score 0.8.
Screening COc1ccc(NC(=O)N2CCC(n3cnc4ccccc43)CC2)cc1 returned Polio RdRp inh 104 and Polio RdRp inh FP z-score 0.6.
Screening Cc1ccc(-c2ccc(=O)n(CCC(=O)NCCN3CCN(c4cccc(Cl)c4)CC3)n2)cc1 returned Polio RdRp inh 104 and Polio RdRp inh FP z-score 1.4.
`Cc1c(NC(=O)c2cc(-c3ccccc3O)on2)c(=O)n(-c2ccccc2)n1C` gave Polio RdRp inh 108 and Polio RdRp inh FP z-score 0.7.
`CN(Cc1ccccc1)C(=O)CN1C(=O)c2ccccc2C1=O` gave Polio RdRp inh 101 and Polio RdRp inh FP z-score 0.2.
For O=C(CSc1ccc(-c2cccs2)nn1)Nc1cccc(F)c1 the results were Polio RdRp inh 105 and Polio RdRp inh FP z-score -0.2.
`CCCCN(CC)C(=O)C1CCCN(c2ncnc3c2nc2n3CCCCC2)C1` (configuration not stated) gave Polio RdRp inh 104 and Polio RdRp inh FP z-score -0.4.
For COC(=O)c1sc2nc3n(c(=O)c2c1C)N=C(c1cccc(OC)c1)CS3 the results were Polio RdRp inh 103 and Polio RdRp inh FP z-score 1.

Arranged by number of heavy atoms (high to low): twelve of the compounds above.
`Cc1cccc(N2C(=O)c3ccc(Oc4ccc5c(c4)C(=O)N(c4cccc(C)n4)C5=O)cc3C2=O)n1` gave Polio RdRp inh 99 and Polio RdRp inh FP z-score -0.4.
`COc1ccc(CNC(=O)C(=O)NCC(c2cccnc2)N2CCN(c3ccccc3)CC2)cc1` (configuration not stated) gave Polio RdRp inh 111 and Polio RdRp inh FP z-score 0.8.
Screening Cc1ccc(-c2ccc(=O)n(CCC(=O)NCCN3CCN(c4cccc(Cl)c4)CC3)n2)cc1 returned Polio RdRp inh 104 and Polio RdRp inh FP z-score 1.4.
`Cc1c(NC(=O)c2cc(-c3ccccc3O)on2)c(=O)n(-c2ccccc2)n1C` gave Polio RdRp inh 108 and Polio RdRp inh FP z-score 0.7.
`Cn1c(=NC(=O)c2ccc3c(c2)OCCO3)sc2cc(S(C)(=O)=O)ccc21` gave Polio RdRp inh 106 and Polio RdRp inh FP z-score -0.3.
Screening COc1ccc(NC(=O)N2CCC(n3cnc4ccccc43)CC2)cc1 returned Polio RdRp inh 104 and Polio RdRp inh FP z-score 0.6.
`CCOc1ccc(-c2csc(/C(C#N)=C/c3ccc(Br)cc3)n2)cc1` gave Polio RdRp inh 102 and Polio RdRp inh FP z-score -0.1.
`CN(Cc1ccccc1)C(=O)CN1C(=O)c2ccccc2C1=O` gave Polio RdRp inh 101 and Polio RdRp inh FP z-score 0.2.
Screening CCc1ccc(NC(=O)CSc2ccnc(=O)[nH]2)cc1 returned Polio RdRp inh 108 and Polio RdRp inh FP z-score 0.4.
`Cn1cnnc1SCc1nc2ccccc2[nH]1` gave Polio RdRp inh 103 and Polio RdRp inh FP z-score 0.2.
For CCn1nnnc1NCc1cccc(Cl)c1 the results were Polio RdRp inh 101 and Polio RdRp inh FP z-score -0.6.
`N#CCC(=O)N1N=CCC1(O)C(F)(F)F` (configuration not stated) gave Polio RdRp inh 104 and Polio RdRp inh FP z-score 0.3.

(further entries)
CN1C(=O)C[C@@H](C(=O)O)[C@@H]1c1ccccc1Cl was read as Polio RdRp inh 102 and Polio RdRp inh FP z-score -0.5.
CCN1CCN(C(=O)c2ccccc2C(=O)Nc2ccc(S(=O)(=O)N3C(C)CCCC3C)cc2)CC1 (configuration not stated) was read as Polio RdRp inh 100 and Polio RdRp inh FP z-score -0.5.
`COc1ccc(-c2noc(N3CCN(c4ccc(C)cc4)C(C)C3)n2)cc1OC` (configuration not stated) gave Polio RdRp inh 106 and Polio RdRp inh FP z-score -0.2.
CN1C(=O)N(C)C2NC(SCC(=O)O)=NC21 (configuration not stated) was read as Polio RdRp inh 100 and Polio RdRp inh FP z-score 0.
`CN1C(=O)C(O)(c2nnc(-c3ccccc3)o2)c2ccccc21` (configuration not stated) gave Polio RdRp inh 102 and Polio RdRp inh FP z-score 0.1.
COc1ccc(C)cc1NC(=O)c1cc(S(=O)(=O)NCCC2=CCCCC2)ccc1F was read as Polio RdRp inh 115 and Polio RdRp inh FP z-score 1.4.
Screening CCOC(=O)c1ccc(N2CCN(c3cc(Cl)ccc3C)CC2)c(NC(=O)Nc2ccc(OCC)cc2)c1 returned Polio RdRp inh 109 and Polio RdRp inh FP z-score 0.1.
`CC(=O)N=c1cccc(NC(C)=O)n1O` gave Polio RdRp inh 105 and Polio RdRp inh FP z-score 0.9.
`CCCn1c(N2CCN(Cc3ccc(Cl)cc3)CC2)nc2ccccc21` gave Polio RdRp inh 98 and Polio RdRp inh FP z-score -1.1.
For Cc1cccc(NC(=O)Cn2c(=O)n(-c3ccccc3Cl)c(=O)c3c(C)c(C(=O)N(C)C)sc32)c1 the results were Polio RdRp inh 106 and Polio RdRp inh FP z-score 0.
For N#CCC(=O)Nc1ccncc1 the results were Polio RdRp inh 103 and Polio RdRp inh FP z-score 0.
CN(C)S(=O)(=O)c1cccc(-c2nnc(SCc3ccc4c(c3)OCCO4)o2)c1 was read as Polio RdRp inh 104 and Polio RdRp inh FP z-score 0.2.
Cc1noc(C)c1CSCC(=O)N1CC(C)SC1=Nc1ccc(Cl)cc1 (configuration not stated) was read as Polio RdRp inh 104 and Polio RdRp inh FP z-score 0.2.
`COc1ccc(NC(=O)CSc2nnc3scc(-c4ccc(Cl)cc4)n23)cc1` gave Polio RdRp inh 110 and Polio RdRp inh FP z-score 1.8.
CC1CCCN(C(=O)C2CCN(CC3CC=CCC3)CC2)C1 (configuration not stated) was read as Polio RdRp inh 102 and Polio RdRp inh FP z-score 0.
For Cc1ccc(-n2c(=O)cc(N3CCc4ccccc43)[nH]c2=O)cc1 the results were Polio RdRp inh 102 and Polio RdRp inh FP z-score 0.2.
For Cc1cc(C)c(NC(=O)Cn2nnc3sc4c(c3c2=O)CCC(C(C)(C)C)C4)c(C)c1 (configuration not stated) the results were Polio RdRp inh 105 and Polio RdRp inh FP z-score -0.4.
`N#C/C(N=Cc1cccs1)=C(\C#N)NCc1c(F)cccc1Cl` gave Polio RdRp inh 108 and Polio RdRp inh FP z-score 0.9.
`COc1ccc(-c2ccc(NS(=O)(=O)c3ccccc3Cl)cc2)nn1` gave Polio RdRp inh 106 and Polio RdRp inh FP z-score -0.1.
For CC1Cc2ccccc2N1C(=O)CSC1=NCCS1 (configuration not stated) the results were Polio RdRp inh 102 and Polio RdRp inh FP z-score -0.2.
`CCc1nn(CC(=O)NCCCN2CCN(C)CC2)c(=O)c2cc3occc3n12` gave Polio RdRp inh 105 and Polio RdRp inh FP z-score -0.2.
COc1cc(C2c3c(-c4c(C)cc(C)cc4O)n[nH]c3C(=O)N2CCO)cc(OC)c1OC (configuration not stated) was read as Polio RdRp inh 102 and Polio RdRp inh FP z-score -1.6.
Screening COc1cccc(/C=C/C(=O)O)c1 returned Polio RdRp inh 101 and Polio RdRp inh FP z-score -0.3.
Screening CC(=O)NC(c1ccccc1)c1ccc2cccnc2c1O (configuration not stated) returned Polio RdRp inh 104 and Polio RdRp inh FP z-score 0.7.

Two entries drawn at random from the list so far:
For CC(C)CNCC(=O)Nc1cc(C(F)(F)F)cc(C(F)(F)F)c1 the results were Polio RdRp inh 106 and Polio RdRp inh FP z-score 0.5.
For N#CCC(=O)Nc1ccncc1 the results were Polio RdRp inh 103 and Polio RdRp inh FP z-score 0.

(continued)
COc1ccc(NC(=O)/C(=C/c2ccc3c(c2)OCO3)NC(C)=O)cc1 was read as Polio RdRp inh 104 and Polio RdRp inh FP z-score 0.6.
Screening CC1C2=C(CCCC2=O)Nc2nc3ccccc3n21 (configuration not stated) returned Polio RdRp inh 100 and Polio RdRp inh FP z-score -0.4.
COc1ccc(C(=O)NC(c2ccccc2Cl)c2cc(Cl)c3cccnc3c2O)cc1 (configuration not stated) was read as Polio RdRp inh 46 and Polio RdRp inh FP z-score -8.9.
`O=C(c1cccc(F)c1)N1CCC(c2c[nH]c3ccccc23)(c2c[nH]c3ccccc23)CC1` gave Polio RdRp inh 112 and Polio RdRp inh FP z-score 1.7.
For Cn1c(=O)c2c(O)c(C=Nc3ccc(Cl)cc3)c(=O)n(C)c2n(C)c1=O the results were Polio RdRp inh 113 and Polio RdRp inh FP z-score 1.4.
Screening O=c1[nH]c(=S)[nH]c(O)c1CN1CCOCC1 returned Polio RdRp inh 104 and Polio RdRp inh FP z-score 0.2.
CCOC(=O)C1=C(N)OC(c2cccc(OC)c2)=C(C#N)C1c1ccccc1 (configuration not stated) was read as Polio RdRp inh 105 and Polio RdRp inh FP z-score 0.3.
Screening CC(C)NC(=S)N1CCCN2C(=O)c3ccccc3C21 (configuration not stated) returned Polio RdRp inh 103 and Polio RdRp inh FP z-score 0.
Cn1nc(-c2ccc(S(=O)(=O)NCc3ccco3)s2)cc1C(F)(F)F was read as Polio RdRp inh 101 and Polio RdRp inh FP z-score -0.2.
CC1=CC(C)C(C(=O)O)C(C(=O)Nc2ccccc2)C1 (configuration not stated) was read as Polio RdRp inh 100 and Polio RdRp inh FP z-score -0.5.
Screening COc1ccc(CCNC(=O)c2ccc3c(c2)nc2n3CCOC2)cc1OC returned Polio RdRp inh 118 and Polio RdRp inh FP z-score 2.1.
For O=C(COC(=O)C1CC1)c1ccc(Cl)s1 the results were Polio RdRp inh 109 and Polio RdRp inh FP z-score 0.8.
`Brc1ccc(NC2=Nc3ccccc3CC2)cc1` gave Polio RdRp inh 103 and Polio RdRp inh FP z-score -0.1.
Screening Cc1nc(C)c(C(=O)NCc2ccccc2Cl)o1 returned Polio RdRp inh 102 and Polio RdRp inh FP z-score 1.
Screening O=C(CNC(=O)c1cccc(F)c1)OC1CCCCC1=O (configuration not stated) returned Polio RdRp inh 103 and Polio RdRp inh FP z-score 0.2.
For CN(C)C(=O)Cn1c(=O)n(S(=O)(=O)c2ccccc2)c2ccccc21 the results were Polio RdRp inh 106 and Polio RdRp inh FP z-score 2.1.
For O=C(/C=C/c1ccccc1)Nc1ccc(C(=O)O)cc1 the results were Polio RdRp inh 103 and Polio RdRp inh FP z-score 0.7.
S=C(NCc1ccco1)Nc1ccccc1 was read as Polio RdRp inh 102 and Polio RdRp inh FP z-score 0.
Screening COc1cccc(N2C(=O)C=CC2=O)c1 returned Polio RdRp inh 102 and Polio RdRp inh FP z-score 0.1.
Screening O=C(Nc1ncc(Cc2ccccc2Cl)s1)c1ccc2c(c1)CC(c1ccccc1)OC2=O (configuration not stated) returned Polio RdRp inh 111 and Polio RdRp inh FP z-score 0.9.
O=c1c(C2NCCC3(O)CCCCC23)coc2ccc(Cl)cc12 (configuration not stated) was read as Polio RdRp inh 101 and Polio RdRp inh FP z-score 0.3.
`COC(=O)c1ccc(NC(=O)Cn2cncn2)cc1` gave Polio RdRp inh 102 and Polio RdRp inh FP z-score 0.
`CCC1CCCCN1C(=O)CSc1nc2c([nH]c3ccccc32)c(=O)n1-c1ccc(OC)cc1` (configuration not stated) gave Polio RdRp inh 107 and Polio RdRp inh FP z-score 0.
`N#Cc1c(N)nc2c(c1N)CC(=O)N2C1CCS(=O)(=O)C1` (configuration not stated) gave Polio RdRp inh 97 and Polio RdRp inh FP z-score -0.6.
Cc1ccc(C(C)C)c(OC(=O)NC2(C(F)(F)F)Oc3ccc(Cl)cc3O2)c1 (configuration not stated) was read as Polio RdRp inh 105 and Polio RdRp inh FP z-score 0.3.

Source: PubChem (ICCB-Longwood Screening Facility, Harvard Medical School)
